# AmpC detergent: blocks E. coli AmpC beta-lactamase in detergent assay | P00811 | AmpC hydrolysis of nitrocefin, absorbance 480 nm, 0.01% Triton | Potency, µM (titrated, usually from 114 µM), for the others: top-dose activity change, negative = inhibition, usual class: inhibitors | 370,000 tested, 0.041% active;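 further: potency means the concentration at half of the fitted maximal effect; 0% = no-compound wells and -100% = no-enzyme wells; nearly all actives have a fitted effect of over 25% in size; some results filed as inactive show a strong effect at the top dose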
# Target sequence (P00811 whole entry, looked up): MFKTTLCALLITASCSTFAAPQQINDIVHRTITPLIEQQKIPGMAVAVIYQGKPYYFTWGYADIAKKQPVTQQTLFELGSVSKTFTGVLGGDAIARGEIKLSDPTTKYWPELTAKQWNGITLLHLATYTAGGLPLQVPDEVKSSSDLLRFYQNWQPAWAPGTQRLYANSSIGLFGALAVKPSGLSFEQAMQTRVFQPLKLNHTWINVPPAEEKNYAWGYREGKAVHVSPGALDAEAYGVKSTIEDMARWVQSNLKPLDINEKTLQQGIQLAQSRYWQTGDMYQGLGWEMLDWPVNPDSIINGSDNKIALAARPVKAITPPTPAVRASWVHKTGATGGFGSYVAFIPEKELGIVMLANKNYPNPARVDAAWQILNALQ
#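 AmpC (5.3 nM in the dispensed reagent) in 20 mM phosphate pH 7.0 with 0.01% (detergent screen) or 0.0001% Triton X-100 was preincubated with compounds for 15 min at room temperature. Nitrocefin was then added from an 800 uM solution, and hydrolysis was followed at 480 nm.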
# HCMV antiviral: blocks human cytomegalovirus replication; HFF cells, HCMV-luciferase reporter, 72 h; stronger effect = lower value; activity change, negative = inhibition, % at 57.5 µM; 410,000 tested, 4.5% active; AID 1259415; in the data active means activity change below about -60%; inconclusive means no clear call, values can overlap the other calls; inactive means above about -39%; further: on the % scale 0 is the no-effect control and ±100 the full control effect
#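 Cell-based, HFFs, 1000 cells/well, 16 h 37C; cpds in DMSO + HCMV-luc, MOI 1 PFU/cell; 72 h 37C; OneGlo luminescence after 5 min RT; norm. to buffer vs Salinomycin 10uM.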
# Giardia FBPA inh: blocks Giardia fructose-bisphosphate aldolase activity | 290,000 tested, 0.71% active | purified Giardia FBPA | Potency, µM (doses to about 59.6 µM), inactives show at the top dose activity, negative = inhibition, usual class: inhibitors | A8B2U2; further: potency means the concentration at half of the fitted maximal effect; on the % scale 0 is the no-effect control and ±100 the full control effect; nearly all actives have a fitted effect of over 55% in size
# Target sequence (A8B2U2 whole entry, looked up): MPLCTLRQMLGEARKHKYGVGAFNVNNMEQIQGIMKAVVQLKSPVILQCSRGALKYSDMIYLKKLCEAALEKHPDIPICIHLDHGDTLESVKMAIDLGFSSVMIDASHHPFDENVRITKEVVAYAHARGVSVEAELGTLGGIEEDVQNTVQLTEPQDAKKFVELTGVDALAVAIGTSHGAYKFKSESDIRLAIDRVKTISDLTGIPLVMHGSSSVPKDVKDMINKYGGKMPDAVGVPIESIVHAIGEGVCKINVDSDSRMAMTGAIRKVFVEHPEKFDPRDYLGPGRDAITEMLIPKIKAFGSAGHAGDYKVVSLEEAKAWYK
#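 40 nM FBPA preincubated 10 min at RT with compound (up to 57.5 uM final), then substrate plus GAPDH/TPI/NAD/arsenate coupling and diaphorase/resazurin added. Fluorescence read after 20 min at RT, 525/598 nm.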
# Shiga inhibitor: inhibitors of Shiga toxin in Vero cells. Vero cells, Shiga toxin protein synthesis inhibition reporter. inhibition, % at 38.7 µM. 290,000 tested, 9.2% active; in the data active means inhibition mostly above about 28%, no sharp cut-off; inactive means mostly below about 43%; further: 0% is about no effect
# AmpC inh no detg: AmpC beta-lactamase inhibition without detergent; P00811; AmpC nitrocefin hydrolysis, absorbance 480 nm, 0.0001% Triton; Potency, µM (highest dose often 57.1 µM), inactives show top-dose activity change, negative = inhibition, actives largely listed as inhibitors; 330,000 tested, 0.52% active; AID 485341;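 further: potency means the concentration at half of the fitted maximal effect; plate controls were no compound for no effect and no enzyme for full effect; nearly all actives have a fitted effect of over 20% in size; some results filed as inactive show a strong effect at the top dose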
#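 20 mM phosphate pH 7.0 + 0.01% (detergent screen) or 0.0001% Triton X-100; 5.3 nM AmpC reagent; cpd preinc 15 min RT; nitrocefin (800 uM stock) to start; A480 q20 s × 4 min; Activity was normalised to no-enzyme and no-compound control wells.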
# Cycloheximide cs: counter-screen for Shiga toxin inhibitors: cycloheximide protein synthesis inhibition | cell reporter, cycloheximide protein synthesis inhibition counterscreen | max response, % | 300,000 tested, 12% active | AID 2314; in the data active means max response mostly above about 13%, no sharp cut-off; inactive means mostly below about 14%; further: read at 38.3 µM for the half of the compounds with a filed dose; 0% is about no effect
# AMA1-RON2 inh: inhibitors of Plasmodium falciparum AMA1-RON2 interaction; AlphaScreen AMA1-biotinylated RON2 peptide binding; Potency, µM (highest dose often 58.2 µM), inactives show at the top dose activity change, negative = inhibition, most hits filed as inhibitors; 360,000 tested, 0.2% active; AID 720542;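 further: potency means the concentration at half of the fitted maximal effect; 0% = vehicle wells and -100% = peptide control; nearly all actives have a fitted effect of over 45% in size; some results filed as inactive show a strong effect at the top dose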
#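 AMA1 (3D7) with his tag at 25 nM final met compounds first, then biotinylated RON2 peptide at 25 nM; detection used donor plus acceptor beads, 10 µg/mL apiece, read by AlphaScreen after 30 min at room temperature.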
# * hit, by the source's call; ? = inconclusive; . = no result given; & = joins results of further samples; [ ] = dose if it differs, or a comment. Unless noted, the call rests on the fitted dose curve; in most records, active means well fitted curve in the direction sought with a large enough effect; inconclusive means small, poorly fitted or top-dose-only effect, or another doubt; inactive means no such curve, though single readings can be large; an effect the other way counts as inactive or inconclusive.
# Letter code – A = AmpC detergent; B = HCMV antiviral; C = Giardia FBPA inh; D = Shiga inhibitor; E = AmpC inh no detg; F = Cycloheximide cs; G = AMA1-RON2 inh
OC(CN1C2=NCCCN2c2ccccc21)c1ccc2c(c1)OCO2 (stereo not given)
  A: 1%; B: -32; C: -4%; D: -5; E: 0%; F: -2; G: 0%

CCOC(=O)c1[nH]c(C)c(C(=O)OCC(=O)NC(=O)NC(C)(C)C)c1C
  A: ?; B: -8; C: 0%; D: -4; E: -10%; F: -3; G: -6%

CC(O)c1nc(C(C)O)n(CC(=O)c2ccccc2)n1 (stereo not given)
  A: -1%; B: -7; C: .; D: .; E: -19%; F: .; G: -2%

CC(C)(C)c1ccc(S(=O)(=O)NCC(=O)N2CCN(C(=O)c3ccco3)CC2)cc1
  A: ?; B: 21; C: 5%; D: -5; E: 19%; F: -1; G: -4%

CCNC(=O)CSc1nc2ccccc2c(=O)n1-c1cccc(OC)c1
  A: 3%; B: 57; C: 0%; D: 2; E: -6%; F: 0; G: 0%

O=C(CN1CCN(c2ccc(Cl)cc2)CC1)Nc1ccc(F)c(F)c1
  A: 5%&10%; B: 22&-14; C: -2%; D: 1; E: 13%; F: 2; G: -3%

Cc1ccc(NS(=O)(=O)c2ccc3c(c2)NC(=O)C(C)C(=O)N3)cc1C (stereo not given)
  A: -9%; B: 31; C: 1%; D: 4; E: -24%; F: 1; G: -4%

Cc1ccc(NC(=O)CN(C)C(=O)c2ccccc2Cc2ccccc2)cc1
  A: ?; B: 1; C: .; D: .; E: -7%; F: .; G: 12%

COc1ccc(C)cc1S(=O)(=O)N(C)CC(=O)NC1CC1
  A: -8%; B: 14; C: 0%; D: -23; E: -5%; F: -3; G: ?

Cc1cc(C)nc(SCc2nc3ncccn3c2Br)n1
  A: ?; B: 33; C: -16%; D: 6; E: -14%; F: -6; G: -1%

Cc1ccc(NC(=O)CCC(=O)NNC(=O)c2cccs2)c(C)c1
  A: ?; B: 6; C: 1%; D: -12; E: -17%; F: 3; G: 10%

COc1ccc(C(=O)O/N=C(/c2cccs2)C(C)(C)C)cc1
  A: -11%; B: 12; C: 0%; D: 12; E: 18%; F: -1; G: 23%

CCCCOc1ccc(CN=C(N)N)cc1Cl
  A: 1%; B: -20; C: 0%; D: -10; E: -1%; F: -1; G: 29%

Cc1cc(N2C(=O)C(O)=C(C(=O)c3ccco3)C2c2cccc(Cl)c2)no1 (stereo not given)
  A: 5%; B: ?; C: .; D: 12; E: -25%; F: 5; G: -6%

CCOCCCNC(=O)C(NC(=O)Cc1cccs1)c1ccc(C)cc1 (stereo not given)
  A: 1%; B: -2; C: 1%; D: -5; E: -1%; F: 4; G: -14%

CCOc1ccc(-n2nc3c(=S)[nH]nc(C)c3c2C)cc1
  A: ?; B: -2; C: -12%; D: 8; E: -15%; F: 1; G: 22%

O=S(=O)(c1ccc2ccccc2c1)N1CCOCC1
  A: -9%; B: 4; C: 5%; D: -4; E: -15%; F: 8; G: -6%

Cc1cccc(NC(=O)CCCN=C2NS(=O)(=O)c3ccccc32)c1C
  A: 1%; B: 1; C: .; D: .; E: -27%; F: .; G: 10%

Cc1cc(-c2csc(NC(=O)C3=COCCO3)n2)c(C)n1C
  A: 0%; B: -1; C: .; D: .; E: 7%; F: .; G: 8%

CN(C(=O)CSc1nnc(-c2ccc(F)cc2)c2ccccc12)C1CCS(=O)(=O)C1 (stereo not given)
  A: -11%; B: ?; C: 0%; D: -12; E: -14%[11.4 µM]; F: 1; G: 5%

COc1cccc(S(=O)(=O)c2nc(C)c3c(n2)CCC3)c1
  A: 2%; B: -81*; C: 7%; D: 11; E: -7%; F: 2; G: -6%

COc1ccc(NC(=O)c2nnn(CC(=O)Nc3ccc4c(c3)OCO4)c2N)c(OC)c1
  A: -2%; B: -4; C: 2%; D: 12; E: -27%; F: 40; G: 20%

O=C(NNC(=O)[C@@H]1CCCC[C@@H]1C(=O)O)Nc1ccccc1
  A: -4%; B: 28; C: 1%; D: 65*; E: -9%; F: 15*; G: 0%

Cc1cc(NC(=O)CCCn2cc([N+](=O)[O-])cn2)n(Cc2ccc(F)cc2)n1
  A: -7%; B: -11; C: 3%; D: -3; E: 0%; F: 11; G: 4%

Cc1c(C(=O)Oc2cccc3cccnc23)oc2ccccc12
  A: -4%; B: 63; C: ?; D: -9; E: -14%; F: -2; G: 65%[activator]

# In another format: entries from further up.
CN(C(=O)CSc1nnc(-c2ccc(F)cc2)c2ccccc12)C1CCS(=O)(=O)C1 (stereo not given)
  AmpC detergent: -11%	HCMV antiviral: ?	Giardia FBPA inh: 0%	Shiga inhibitor: -12	AmpC inh no detg: -14%[11.4 µM]	Cycloheximide cs: 1	AMA1-RON2 inh: 5%
COc1cccc(S(=O)(=O)c2nc(C)c3c(n2)CCC3)c1
  AmpC detergent: 2%	HCMV antiviral: -81*	Giardia FBPA inh: 7%	Shiga inhibitor: 11	AmpC inh no detg: -7%	Cycloheximide cs: 2	AMA1-RON2 inh: -6%

# Later entries.
# Letter code – A = AmpC detergent; B = HCMV antiviral; C = Giardia FBPA inh; D = Shiga inhibitor; E = AmpC inh no detg; F = Cycloheximide cs; G = AMA1-RON2 inh
CSc1nc(Sc2cccc(Cl)c2)c2ccccc2n1
  A: -2%; B: 4; C: 1%; D: -6; E: -2%; F: 1; G: 9%

CN(c1ccc(OCC(=O)NC2CCC(O)CC2)cc1)S(=O)(=O)c1ccc(Cl)cc1 (stereo not given)
  A: .; B: -12; C: .; D: .; E: 94%[activator]; F: .; G: -3%

CC1(C)Cc2ccccc2C(N/N=C/c2ccc(Cl)cc2)=N1
  A: -11%; B: ?; C: -12%; D: -1; E: -20%; F: -1; G: -30%

Cc1ccc(N(C)C(=O)N2CCN(S(=O)(=O)c3ccc(C)c(C)c3)CC2)cc1
  A: 1%; B: -16; C: 0%; D: -12; E: 110%[activator]; F: -5; G: -7%

Cc1ccc(Cl)c(NC(=O)CN2CCNC(=O)C2)c1Cl
  A: ?; B: 6; C: 0%; D: -7; E: -16%; F: -1; G: 6%

CCCCNC(=S)Nc1ccc(Cl)cc1
  A: -8%; B: -40; C: 0%; D: 45*; E: -6%; F: 16; G: -8%

O=C(Cn1ccc(NC(=O)OCc2ccccc2)nc1=O)NCCc1c[nH]c2ccccc12
  A: -2%; B: 32; C: .; D: .; E: -22%; F: .; G: 1%

CN(C)Cc1ccc(CNC(=O)c2ccc(Cl)c(S(=O)(=O)NC3CC3)c2)cc1
  A: -7%; B: -40; C: .; D: .; E: -15%; F: .; G: 2%

CC(Sc1cccc[n+]1[O-])c1ccccc1 (stereo not given)
  A: -7%; B: -15; C: 5%; D: -8; E: 1%; F: 1; G: -3%

CC(C)(C)C(O)C(Oc1ccc(-c2ccccc2)cc1)n1cncn1 (stereo not given)
  A: .; B: .; C: -1%; D: -18; E: .; F: 9; G: .

COc1cc(OC)c(/C=N/N2CCN(c3ccccc3OC)CC2)c(OC)c1
  A: -5%; B: -16; C: 0%; D: 65*; E: 117%[activator]; F: 24*; G: -1%

CCOC(=O)N1CCN(CC(O)COc2ccc(C)cc2C(C)(C)C)CC1 (stereo not given)
  A: 2%; B: 14; C: -16%; D: -10; E: 384%[activator]; F: -5; G: 7%

CCOC(=O)c1sc(N(Cc2ccccc2)C(=O)CCl)nc1C
  A: -2%; B: -25; C: .; D: -5; E: -3%; F: 6; G: -8%

C=CCNCc1ccccc1[N+](=O)[O-]
  A: 0%; B: 17; C: .; D: .; E: -11%; F: .; G: -6%

O=C(Nc1ccccc1OC(=O)c1ccc(Cl)cc1)c1ccc(Cl)cc1
  A: 3%; B: 44; C: 3%; D: 34*; E: -39%; F: 37*; G: 25%

O=C(COc1cccnc1[N+](=O)[O-])NCc1ccccc1
  A: -7%; B: 37; C: 1%; D: -13; E: 1%; F: -1; G: 5%

CCc1cc2c(=O)nc3n(c2s1)Cc1ccccc1/C3=C(/O)c1ccc(F)cc1
  A: -4%; B: 45; C: -27%; D: -6; E: -27%; F: 14; G: .

CCNS(=O)(=O)c1ccc2c(c1)NCC2
  A: -16%; B: 25; C: 0%; D: -9; E: -17%; F: -1; G: 4%

O=C(Nc1ccccc1[N+](=O)[O-])c1cc(S(=O)(=O)N2CCOCC2)cs1
  A: -9%; B: ?; C: .; D: 38; E: -18%; F: 19*; G: -17%

CC(C)COc1ccc(C(=O)N/C(=C\c2cccc([N+](=O)[O-])c2)C(=O)OC(C)C)cc1
  A: -14%; B: 47; C: .; D: 11; E: 6%; F: -3; G: -8%

CCc1c(C)sc(NC(=O)C2CCCO2)c1C#N (stereo not given)
  A: 4%; B: 70; C: -14%; D: 19; E: -8%; F: 17*; G: 3%

COc1ccc(CCNC(=O)c2c(O)c3cccc4c3n(c2=O)CC4)cc1
  A: ?; B: -11; C: -4%; D: -1; E: -19%; F: -2; G: 2%

N#Cc1ccc(C(=O)Nc2cc(S(=O)(=O)N3CCCC3)ccc2OCC(F)(F)F)cc1
  A: 0%; B: -28; C: 4%; D: -5; E: -19%; F: -2; G: 6%

O=C(COc1ccccc1)NCC(=O)NC1=NCCS1
  A: -14%; B: 0; C: -4%; D: -11; E: -21%; F: -3; G: 25%

O=C(CCS(=O)(=O)c1cccc2nonc12)N1CCOCC1
  A: 1%; B: -5; C: 4%; D: -16; E: -13%; F: 0; G: 12%

COc1cccc(/C=C/C(=O)OCC(=O)Nc2nnc(-c3ccccc3)o2)c1
  A: 7%; B: .; C: .; D: .; E: -12%; F: .; G: 42%[activator]

CCC(=O)NC(/C=C/c1ccccc1)c1cc([N+](=O)[O-])c2cccnc2c1O (stereo not given)
  A: 3%; B: 27; C: ?; D: -17; E: -53%; F: -7; G: .

Cc1nnc(C)n1/N=C/c1c(O)ccc2ccccc12
  A: -7%; B: 12; C: -17%; D: -2; E: -28%; F: -4; G: 95%[activator]

O=S(=O)(Nc1nc2ccc(S(=O)(=O)N3CCCCC3)cc2s1)c1ccccc1
  A: 1%; B: 25; C: ?; D: -28; E: -22%; F: -3; G: -9%

# 4 records drawn at random from those above:
# Letter code – A = AmpC detergent; B = HCMV antiviral; C = Giardia FBPA inh; D = Shiga inhibitor; E = AmpC inh no detg; F = Cycloheximide cs; G = AMA1-RON2 inh
COc1ccc(CCNC(=O)c2c(O)c3cccc4c3n(c2=O)CC4)cc1
  A: ?; B: -11; C: -4%; D: -1; E: -19%; F: -2; G: 2%

O=C(COc1cccnc1[N+](=O)[O-])NCc1ccccc1
  A: -7%; B: 37; C: 1%; D: -13; E: 1%; F: -1; G: 5%

CN(c1ccc(OCC(=O)NC2CCC(O)CC2)cc1)S(=O)(=O)c1ccc(Cl)cc1 (stereo not given)
  A: .; B: -12; C: .; D: .; E: 94%[activator]; F: .; G: -3%

Cc1c(C(=O)Oc2cccc3cccnc23)oc2ccccc12
  A: -4%; B: 63; C: ?; D: -9; E: -14%; F: -2; G: 65%[activator]

# Screening data (PubChem)

# Compounds were not picked by outcome; any-hit rate near 16%.
